# FUS yeast rescue: rescues growth of FUS-expressing yeast | S. cerevisiae FUS-expressing, growth rescue, OD600, 24 h | Potency, µM (doses to about 76.6 µM), without a hit: at the top dose growth rescue (activation), most hits filed as activators | hit rate 0.24% among 390,000 | AID 1347120;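 further: plate controls were DMSO vehicle for no effect and reference control for full effect; nearly all actives have a fitted effect of over 55% in size; some results filed as inactive show a strong effect at the top dose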
#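 Steps: raffinose overnight preculture; dilution to OD 0.005 in 2% galactose minimal medium; compound addition (concentration series); 24hr at 30C, 99% humidity; absorbance read at 600 nm.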
# Abeta rescue: compounds reversing amyloid beta toxicity in yeast | yeast expressing A-beta42, growth rescue, OD600, 48 h; response scale: 0% DMSO, 100% iron-clioquinol control | Potency, µM (top dose mostly 46.1 µM), for the others: at the highest dose growth rescue, actives largely listed as activators | hit rate 0.063% among 410,000 | AID 1347071; further: nearly all actives have a fitted effect of over 55% in size
#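 Yeast A-beta toxicity model in growth medium with pinned compounds, 48 h at 30 C; growth read as absorbance at 600 nm. Normalized to FeCl3/clioquinol equimolar mix (positive) and DMSO (negative).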
# Starred values were filed as active, the others as inactive; ? = inconclusive; [ ] = dose if it differs, or a comment. The call rests on the fitted dose curve; in most records, active means well fitted activation curve with a large enough effect; inconclusive means small, poorly fitted or top-dose-only effect; inactive means no such curve, though single readings can be large or run the other way. Potency means the concentration at half of the fitted maximal effect.
SMILES,FUS yeast rescue,Abeta rescue
Cc1ccc2c(=O)cc(C(=O)Nc3nc4ccc(Cl)cc4s3)oc2c1C,-16.7%,-20.1%
CCOC(=O)c1cc(-c2ccc(OC)cc2)n(CCC(=O)Nc2cccc(C)c2C)c1C,19.2%,-6.9%
Cc1ccc(C2=NN(CC(=O)NC(C)c3ccccc3)C(=O)CC2)cc1 (stereo not drawn),-3.5%,3.6%
CCC(Oc1ccc(F)cc1)C(=O)Nc1nc(-c2ccc(F)cc2)ns1 (stereo not drawn),15.8%,-65.0%[inhibitor]
COc1cccc(CC(=O)Nc2c(C(=O)N3CCN(c4ccccc4)CC3)oc3ccccc23)c1,?,-0.2%
O=S(=O)(c1ccc(Br)cc1)c1nnn2c1nc(NC1CCCCCC1)c1sccc12,0.9%,-14.8%
CCOC(=O)c1cnc2c(ccc3ccccc32)c1Nc1cccc(OC)c1,-0.1%,10.4%
COc1ccc(Br)cc1S(=O)(=O)Nc1cc(-c2cn3ccccc3n2)ccc1C,20.4%,-13.0%
Cc1coc2c1c(C)cc1oc(=O)cc(C)c12,12.3%,-7.8%
O=C(NCCc1csc(-c2ccc(C(F)(F)F)cc2)n1)c1ccccc1Cl,8.7%,18.3%
COc1ccc(CNC(=O)CCS(=O)(=O)c2cc(Br)cc3c2N(C(=O)C2CC2)CC3)cc1,27.3%,-3.2%
Fc1ccc([C@@H]2Nc3ccccc3[C@@H]3C=CC[C@@H]32)cc1,43.6%,12.6µM*
CNS(=O)(=O)c1cn(CC(=O)N2CCN(c3ccc(OC)cc3)CC2)cc1S(=O)(=O)NC,7.6%,-1.8%
CC(C)(C)NC(=O)Cn1cc(S(=O)(=O)Cc2ccc(F)cc2)c2ccccc21,25.7%,-3.5%
Cc1ccc(C)c(N2CCN(C(=O)c3cn(CC(C)C)c(=O)c4c3c3ccccc3n4C)CC2)c1,-6.8%,18.0%

# Compound profiles, as listed above:
# O=C(NCCc1csc(-c2ccc(C(F)(F)F)cc2)n1)c1ccccc1Cl across the screens: FUS yeast rescue: 8.7%; Abeta rescue: 18.3%
# COc1ccc(CNC(=O)CCS(=O)(=O)c2cc(Br)cc3c2N(C(=O)C2CC2)CC3)cc1 across the screens: FUS yeast rescue: 27.3%; Abeta rescue: -3.2%

# Next entries
SMILES,FUS yeast rescue,Abeta rescue
COc1cc2c(cc1OC)C(COc1cc(C)cc(C)c1)N(C(=O)COc1ccccc1)CC2 (stereo not drawn),?,-2.0%
COc1ccc(N2CCN(S(=O)(=O)CCNC(=O)Cc3ccc(-c4ccccc4)cc3)CC2)cc1,5.9%,-0.9%
COc1ccc(-n2ncc3c(NCCC4=CCCCC4)ncnc32)cc1,-17.3%,-6.1%
Cc1ccccc1-c1nn2c(=O)cc(CN3CCN(C(=O)/C=C/c4ccccc4)CC3)nc2s1,44.5%,0.0%
CCOc1ccc(-n2c(=O)c3c(C)c(C)sc3n(CC(=O)N(CC)Cc3ccccc3)c2=O)cc1,-26.6%,-4.0%
CC(=O)c1ccc(N2C(=O)N(Cc3ccccc3C#N)c3ccccc3S2(=O)=O)cc1,?,8.4%
COCCCNC(=O)N1CCN(c2nnc(C)c3c(C)n(-c4ccc(Cl)cc4)nc23)CC1,12.2%,-11.0%
CCOc1ccc2nc(N(Cc3cccnc3)C(=O)c3ccco3)sc2c1,13.9%,-28.1%
CCCn1c2ccccc2c2cnn(CC(=O)N3CCC(C(=O)OCC)CC3)c(=O)c21,23.4%,11.2%
CCOc1ccccc1NC(=O)Cn1c(=O)n(-c2ccc(F)cc2)c(=O)c2c3c(sc21)CN(C(C)=O)CC3,0.5%,-13.6%
Fc1ccc(-n2ncc3c(NCCCn4ccnc4)ncnc32)cc1,-6.1%,-23.1%
Cc1nn(-c2ccccc2)c(OC(=O)c2ccccc2F)c1S(=O)(=O)c1ccccc1,-23.4%,6.0%
Cc1c2cnn(CC(=O)NCc3ccc(F)cc3)c(=O)c2c(C)n1Cc1ccccc1F,-11.3%,-3.3%
Cc1cccc2c1-c1sc(C(=O)NCCCN3CCN(c4ccccc4F)CC3)cc1CO2,18.1%,-67.7%[inhibitor]
CC(NC(=O)C1CCN(S(=O)(=O)c2ccc(F)cc2)CC1)c1ccccc1 (stereo not drawn),-19.1%,-27.7%
CCOC(=O)c1c(C)[nH]c(C)c1S(=O)(=O)N(C)CC(=O)N1CCN(c2ccccc2OC)CC1,3.7%,-12.1%
Cc1cccc(OCC(=O)Nc2ccc3c(c2)N(C)C(=O)c2ccccc2S3)c1,28.2%,-2.1%
CC(C)OCCCn1c(=O)c2ccccc2n2c(-c3cc(Cl)ccc3O)nnc12,-4.0%,0.0%
Cc1cc(NC(=O)c2cnn(-c3ccccc3)c2-n2cccc2)ccc1Br,-22.0%,-9.0%
CCOc1ccc(C(=O)NCCn2cc(SCC(=O)Nc3ccccc3)c3ccccc32)cc1,33.6%,-3.4%
Clc1ccc(-n2ncc3c(NC4CCCC4)ncnc32)cc1,-13.3%,-3.1%
C=CCC(CC=C)(CNC(=O)C(=O)Nc1cccc(C(F)(F)F)c1)c1ccccc1,6.6%,-18.4%
CCc1ccccc1NC(=O)c1ccc(Cn2nc(N3CCN(c4ccccc4)CC3)ccc2=O)o1,?,-17.9%
CN(C)c1ccc(CNC(=O)CN2C(=O)CSc3ccc(S(=O)(=O)N4CCCC4)cc32)cc1,8.7%,-17.2%
Cc1cccc(-n2c3nc(=O)[nH]c(=O)c-3cc3ccc(Cl)cc32)c1C,-0.9%,-12.9%
Cc1ccc(CN2CCCn3nc(C(=O)NCCc4ccccc4Cl)cc3C2=O)cc1,44.1%,-0.2%
Cc1ccc(Cl)cc1NC(c1ccc(F)cc1)c1nnc(-c2ccccc2)o1 (stereo not drawn),14.8%,-8.6%
O=C(CN1N=C(c2ccc(Cl)cc2)CCC1=O)NCc1ccc(F)cc1,38.6%,-8.7%
COc1cc(NC(=O)c2nnn(Cc3ccc(F)cc3)c2N)cc(OC)c1,9.3%,-21.5%
CCCCn1c(COc2cccc(OC)c2)nc2ccccc21,-1.0%,?
COC(=O)c1sccc1S(=O)(=O)N1CCN(c2cccc(C)c2)C(C)C1 (stereo not drawn),31.0%,16.3%
COc1ccc(N2Cc3cccc(C(=O)Nc4ccc(F)cc4)c3C2=O)cc1,18.0%,-0.5%
COC(=O)c1ccccc1NC(=O)c1cc2c(-c3ccc(OC)c(OC)c3)nn(C)c2s1,-17.7%,2.8%
COc1ccc(NC(=O)Cn2c(=O)n(-c3ccc(Cl)cc3)c(=O)c3c(C)c(C(=O)N(C)C)sc32)cc1Cl,28.3%,-4.4%
COc1ccc(C)cc1NC(=O)C1CCC(CNS(=O)(=O)c2ccc3c(c2)CCCC(=O)N3)CC1 (stereo not drawn),24.2%,-3.4%
Cc1cccc(-n2c(CNC(=O)c3cccc(F)c3)nnc2SCC(=O)Nc2ccccc2F)c1,18.6%,-13.2%
O=C(c1ccc2c(c1)N(Cc1ccc(Cl)cc1)C(=O)c1ccccc1S2(=O)=O)N1CCc2ccccc21,7.94µM*,2.5%
Cc1ccc(CN2C(=O)CN(C3CCCCCC3)C(=O)C2c2ccc(F)cc2)cc1 (stereo not drawn),16.9%,3.3%
Cc1cccc(OCC(=O)Nc2ccc(-c3nc4cc(C)ccc4o3)c(O)c2)c1,-4.5%,-14.4%
CCCCc1ccc(C(=O)N/C(=C\c2ccc(C)cc2)C(=O)NC2CCCCC2)cc1,-11.4%,10.0%
COc1ccc(NC(=O)c2ccc3[nH]c(C)cc(=O)c3c2)cc1,-21.4%,-11.0%
COc1ccc(Nc2ncnc3onc(-c4ccc(Cl)cc4)c23)cc1Cl,-5.2%,3.0%
O=c1c(-c2cc(-c3ccc(F)cc3)nc3c2COc2ccc(Cl)cc2-3)coc2ccc(F)cc12,-19.9%,4.4%
Cc1cccc(Cn2cc(S(=O)(=O)c3cccc(C)c3)c(=O)c3cc(F)c(N4CCOCC4)cc32)c1,18.2%,3.1%
CCCNC(=O)C1CCN(Cc2cc3ccccc3n2Cc2ccccc2)CC1,-12.4%,4.5%
O=C(Nc1ccc(-c2nc3ccccc3s2)c(O)c1)c1ccc(Br)cc1,-30.6%,-3.1%
Cc1ccc(NC(=O)CCC(=O)N2CCSc3ccccc32)cc1Cl,-6.9%,-9.7%
COc1ccc(-n2c(C)nc3c(cnn3-c3ccc(C)c(C)c3)c2=O)cc1Cl,-1.0%,-10.3%
N#C/C(=C\c1cccc(F)c1)c1nc(-c2cc3ccccc3oc2=O)cs1,12.6%,-16.5%
COc1ccc(OC)c(CCNC(=O)c2cnn(-c3ccccc3)c2C2CCN(C(=O)OC(C)(C)C)CC2)c1,?,-4.6%
COc1ccc(-n2ccn(CC(=O)NCCc3ccccc3)c(=O)c2=O)cc1OC,5.2%,1.4%
Cc1nc2c(C(=O)NCc3ccccc3)c[nH]n2c(=O)c1Cc1ccccc1Cl,-2.1%,-5.4%
O=C(Cn1ncc2c3ccccc3n(Cc3ccccc3F)c2c1=O)N1CCCCC1,-8.6%,-1.9%
CC(C)c1cnc2c(c1SCC(=O)NCc1ccccc1Cl)c(=O)n(C)c(=O)n2C,-7.1%,-17.6%
O=C(CCn1c(=O)c2sccc2n(Cc2ccc(F)cc2Cl)c1=O)NCc1ccc2c(c1)OCO2,-9.0%,-2.1%
COc1cc2c(=O)c(C(=O)c3ccc(C)c(C)c3)cn(Cc3ccccc3F)c2cc1OC,-7.1%,?
CCOc1ccc(CCNC(=O)CN2C(=O)COc3ccc(S(=O)(=O)N4CCCC4)cc32)cc1,26.9%,-6.3%
CCN(c1ccc(Cl)cc1)S(=O)(=O)c1nnc(NC(=O)c2ccco2)s1,8.6%,-13.0%
COc1cc(Cl)c(C)cc1NC(=O)c1cc(S(=O)(=O)N2CCCC2)ccc1F,20.9%,-6.7%
Cn1c(=O)cc(SCC(=O)N2CCN(c3ccc(F)cc3)CC2)c2ccc(Cl)cc21,-16.3%,2.4%

# Shown bar-delimited: entries from further up
Molecule | FUS yeast rescue | Abeta rescue
CCOc1ccc(CCNC(=O)CN2C(=O)COc3ccc(S(=O)(=O)N4CCCC4)cc32)cc1 | 26.9% | -6.3%
CCN(c1ccc(Cl)cc1)S(=O)(=O)c1nnc(NC(=O)c2ccco2)s1 | 8.6% | -13.0%
COc1cc(Cl)c(C)cc1NC(=O)c1cc(S(=O)(=O)N2CCCC2)ccc1F | 20.9% | -6.7%

# Following part:
SMILES,FUS yeast rescue,Abeta rescue
CC(=O)N1CCc2cc(S(=O)(=O)NC(CC(C)C)C(=O)Nc3ccc(C(C)C)cc3)ccc21 (stereo not drawn),2.1%,4.2%
COc1cc(C(=O)NCC(c2cccs2)S(=O)(=O)c2cccs2)cc(OC)c1OC (stereo not drawn),31.8%,-7.9%
CCOc1ccc(Cn2c(CNS(=O)(=O)c3cccs3)nc3cccnc32)cc1,26.8%,-15.3%
CCCc1nn2c(=O)cc(COC(=O)c3cccc(NC(=O)COc4ccc(F)cc4)c3)nc2s1,21.3%,-17.4%
Cc1ncc(CO)c2c1Oc1nc(-c3ccccc3F)nc(SCC(=O)N3CCCCC3)c1C2,5.4%,-5.5%
O=C(O)CCn1c(=O)c2cccn2c2cccnc21,-10.3%,1.7%
CCOC(=O)C1CCN(C(=O)CSc2n[nH]c(-c3ccccc3Cl)n2)CC1,-1.6%,-16.4%
O=C(c1ccco1)N1CCN(c2nc3ccc(Cl)cc3s2)CC1,38.8%,-3.7%
COc1ccc(N2CCN(C(CNC(=O)C(=O)NCCc3ccccc3)c3cccnc3)CC2)cc1 (stereo not drawn),3.2%,-4.9%
COc1ccc(CCNC(=O)c2cccc(-n3c(C)nc4cccnc43)c2)cc1OC,11.1%,-3.9%
Cc1ccc(CNC(=O)C2CCN(Cc3nc(-c4ccccc4C)oc3C)CC2)cc1,12.4%,-11.1%
O=C(NCCS(=O)(=O)N1CCN(c2ccc(F)cc2)CC1)C1CC(=O)N(c2ccc(F)cc2)C1 (stereo not drawn),9.6%,3.3%
COc1cc(NS(=O)(=O)c2cc(Br)cc3c2N(C(=O)C2CC2)CC3)cc(OC)c1,18.5%,-15.8%
COc1ccc(CCNC(=O)CCCn2c(=O)c3ccccc3n(Cc3ccc(F)cc3Cl)c2=O)cc1OC,20.5%,-8.9%
COc1cccc(NC(=O)CSC2=Nc3ccccc3C3=NC(CC(=O)NC4CCCCC4)C(=O)N23)c1 (stereo not drawn),-15.8%,-14.8%
O=C(NCC(c1cccs1)S(=O)(=O)c1cccs1)c1ccccc1F (stereo not drawn),8.2%,0.9%
CC(=O)Nc1ccc(NC(=O)c2cnn(-c3ccccc3)c2C2CCN(C(=O)OC(C)(C)C)CC2)cc1,-9.6%,3.2%
Cc1ccc(NC(=O)c2ccc(NC(=O)N3CCSc4ncccc43)cc2)c(C)c1,2.0%,-1.2%
CCOc1ccccc1N(C)C(=O)Cn1nc(Cc2ccncc2)c2ccccc2c1=O,10.8%,-7.9%
CC(C)CCNC(=O)C1CCN(S(=O)(=O)c2cccc3nsnc23)CC1,27.0%,-12.0%
CCCOc1ccc(CNC(=O)CCCN2C(=O)CSc3c2c(C)nn3-c2ccccc2)cc1,?,-15.4%
COc1ccc(OC)c(CNS(=O)(=O)c2ccc3c(c2)oc(=O)n3C)c1,-3.2%,-8.1%
CCN1CCc2nc3sc(C(=O)c4ccccc4)c(N)c3cc2C1,28.7%,-6.9%
CCN(CC)S(=O)(=O)c1ccc(-c2csc(=Nc3cccc(C(F)(F)F)c3)n2Cc2ccc3c(c2)OCO3)cc1,7.0%,-21.2%

# These rows are one share of the data; count on the stated rates, not on these rows.
